HIF-2a inh: inhibitors of HIF-2a | 360,000 tested, 0.72% active | inhibition, % at 18.8 µM | 786-0 RCC cells HIF-2a reporter, luciferase luminescence, overnight;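 active means inhibition of the luminescence signal of 40% or more relative to plate controls, in a single-dose primary screen at 18.75 µM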
EBV LMP1 NFkB: inhibitors of Epstein-Barr LMP1-induced NF-kappaB reporter; LMP1-induced NF-kappaB luciferase reporter cells, luminescence; inhibition, % at 12.5 µM; 350,000 tested, 0.69% active; AID 504558; in the data active means inhibition above about 41%; inconclusive means no clear call, values can overlap the other calls;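 further: 0% = neutral control wells and 100% = reference inhibitor control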
Shn3 3UTR inh: reduces Shn3 3'UTR luciferase signal in osteoblasts. 360,000 tested, 0.52% active. Clone20 osteoblast Shn3 3'UTR firefly luciferase, 24 h. AID 588674. inhibition, % at 12.5 µM;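 active means mean inhibition of at least 75% with every replicate also reaching 75%; inconclusive means mean inhibition at least 75% but some replicate below; inactive means mean inhibition below 75%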;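 further: 0% = median of neutral control wells and 100% = pilot-screen positive control compound; some compounds past the cut are filed as inactive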
NR2E3 ag-1: activates human photoreceptor nuclear receptor NR2E3 | Q9Y5X4 | GST-NR2E3/biotin-RetCOR TR-FRET, 1536-well | inhibition of corepressor binding, % at 4.78 µM | 320,000 tested, 0.12% active | AID 2300;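 active means percent inhibition above the cutoff of mean plus 3 SD of all tested compounds, set per screening campaign, cut at about 20% in these data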;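 further: 0% = DMSO wells and 100% = biotin wells as full block of FRET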
Target sequence (Q9Y5X4 whole entry, looked up): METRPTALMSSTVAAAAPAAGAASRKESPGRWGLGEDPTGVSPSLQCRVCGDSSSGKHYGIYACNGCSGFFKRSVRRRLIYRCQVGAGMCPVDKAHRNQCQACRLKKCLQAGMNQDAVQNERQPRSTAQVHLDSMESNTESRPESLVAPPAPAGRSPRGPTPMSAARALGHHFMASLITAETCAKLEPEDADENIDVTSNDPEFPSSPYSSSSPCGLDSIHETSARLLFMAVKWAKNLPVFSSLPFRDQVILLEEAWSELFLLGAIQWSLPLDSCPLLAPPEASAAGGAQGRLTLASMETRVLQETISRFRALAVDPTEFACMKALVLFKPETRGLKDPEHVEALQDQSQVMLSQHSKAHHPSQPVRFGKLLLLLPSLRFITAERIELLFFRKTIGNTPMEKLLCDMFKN
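Assay system: NR2E3–RetCOR corepressor complex. Quantity: 1.35 nM GST-NR2E3. Buffer or medium: pH 7.5 Tris-based buffer. Reagent: biotinylated RetCOR corepressor at 7 nM final. Schedule: 5 h at 4 °C. Detection: TR-FRET, emission read at 617 and 671 nm. Replicates: one well per compound, singlicate testing.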
MITF TRPM1 inh: inhibitors of MITF-driven TRPM1 promoter in melanoma cells; SK-MEL-5 TRPM1 promoter luciferase, 24 h; 330,000 tested, 0.83% active; inhibition, % at 12.5 µM;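 active means mean inhibition across replicates of 60% or more, whatever share of single replicates reaches that level; inconclusive means some that reach 60%, reason not given; inactive means mean inhibition across replicates below 60%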; further: values of inactives mirror those of a sister screen read the other way
CF NFkB block: blocks PAF-induced NF-kB reporter in cystic fibrosis cells. AID 588850. inhibition, % at 5 µM. KKLEB NF-kB-GFP reporter, GFP fluorescence overnight. 360,000 tested, 0.86% active;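 active means at least 50% inhibition at 5 µM, scaled per plate between neutral and stimulator controls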;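 further: PAF is a Pseudomonas aeruginosa culture filtrate used as stimulus; plate controls were PAF-stimulated DMSO wells for no effect and unstimulated DMSO wells for full effect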
KKLEB cytotox: CF airway cell cytotoxicity counter-screen. 360,000 tested, 0.36% active. AID 602141. activity change (cytotoxicity), % at 5 µM. KKLEB CF airway cells viability, ATPlite luminescence, overnight; stronger effect = lower value; cells stimulated with P. aeruginosa culture filtrate;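 active means corrected activity change at or below -50% at 5 µM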
C8 TRAIL sens: caspase-8 TRAIL sensitization; inhibition (viability loss, TRAIL sensitization), % at 10 µM; NB7+C8 cells + TRAIL, ATPlite viability luminescence; 360,000 tested, 1% active;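 active means compounds causing at least 50% loss of cell viability in the single-dose screen, relative to plate controls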
iPSC survival up: enhancers of human iPSC single-cell survival; hiPSC single-cell survival, ATPlite luminescence; 100% = ROCK inhibitor wells, 0% = DMSO; survival enhancement, % at 20 µM; 360,000 tested, 0.044% active; AID 602274; in the data active means survival enhancement above about 18%;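 further: cells exposed to compounds for 16 hours before the ATP read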
Peg3 prom inh: reduces Peg3 promoter-driven luciferase expression in HeLa; 360,000 tested, 1.7% active; AID 588405; HeLa PEG-Prom luciferase reporter, luminescence, overnight; inhibition, % at 20 µM;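 active means inhibition of at least 50% at 20 µM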
NR2E3 ag-2: human photoreceptor-specific nuclear receptor agonism; inhibition of corepressor binding, % at 3.98 µM; CHO-S Gal4-NCOR/VP16-NR2E3 two-hybrid, luciferase; AID 602229; 360,000 tested, 0.35% active; Q9Y5X4;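 active means inhibition above the mean of all tested compounds plus 3 SD, cut at about 70% in these data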;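 further: 0% = DMSO with NR2E3 transfected cells and 100% = cells lacking NR2E3 construct; higher means lower luciferase signal from less NR2E3 corepressor binding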
Starred values were filed as active, the others as inactive. Not all compounds are listed, so the mix of outcomes need not match the whole.

`O=C(NCC(=O)N1CCCCCCC1)c1ccco1` gave HIF-2a inh -98, EBV LMP1 NFkB 0, Shn3 3UTR inh -51, NR2E3 ag-1 0, MITF TRPM1 inh -25, CF NFkB block -1, KKLEB cytotox -9, C8 TRAIL sens 4, iPSC survival up 2.5, Peg3 prom inh -96 and NR2E3 ag-2 -10.
For O=C(CN(Cc1ccco1)C(=O)c1cc(=O)[nH]c2ccccc12)Nc1ccccc1C(F)(F)F the results were HIF-2a inh 11, EBV LMP1 NFkB -5, Shn3 3UTR inh 7, NR2E3 ag-1 0, MITF TRPM1 inh 4, CF NFkB block -2, KKLEB cytotox 26, C8 TRAIL sens 7, iPSC survival up -0.2, Peg3 prom inh 17 and NR2E3 ag-2 8.
Screening CCC(C)(C)NC(=O)CN(C(=O)C(=O)Nc1ccc2c(c1)OCCO2)N1CCOCC1 returned HIF-2a inh 9, EBV LMP1 NFkB inconclusive, Shn3 3UTR inh -2, NR2E3 ag-1 4, MITF TRPM1 inh -15, CF NFkB block 4, KKLEB cytotox 10, C8 TRAIL sens 3, iPSC survival up 0.3, Peg3 prom inh 10 and NR2E3 ag-2 -27.
`Cc1ccc2c(c1)C(c1ccncc1)=NNC(c1cccnc1)=N2` gave HIF-2a inh 17, EBV LMP1 NFkB -3, Shn3 3UTR inh 9, NR2E3 ag-1 1, MITF TRPM1 inh 8, CF NFkB block -2, KKLEB cytotox -4, C8 TRAIL sens 1, iPSC survival up -0.7, Peg3 prom inh 7 and NR2E3 ag-2 -40.
For N#C/C(=C\C=C\c1ccccc1)C(=O)NCc1ccco1 the results were HIF-2a inh -2, EBV LMP1 NFkB -11, Shn3 3UTR inh -1, NR2E3 ag-1 -1, MITF TRPM1 inh 2, CF NFkB block -18, KKLEB cytotox -2, C8 TRAIL sens 3, iPSC survival up -0.7, Peg3 prom inh 53* and NR2E3 ag-2 -3.
O=C(NCCc1ccccc1)C1CCCN1C(=O)Nc1cccc(Cl)c1 (stereo not given) was read as HIF-2a inh 10, EBV LMP1 NFkB 11, Shn3 3UTR inh 0, NR2E3 ag-1 2, MITF TRPM1 inh 0, CF NFkB block -4, KKLEB cytotox 1, C8 TRAIL sens 1, iPSC survival up -0.3, Peg3 prom inh 4 and NR2E3 ag-2 0.
For Cc1ccc(C(=O)c2cc([N+](=O)[O-])ccc2N2CCN(C)CC2)cc1 the results were HIF-2a inh 18, EBV LMP1 NFkB 15, Shn3 3UTR inh 38, NR2E3 ag-1 0, MITF TRPM1 inh 20, CF NFkB block 6, KKLEB cytotox -12, C8 TRAIL sens -26, iPSC survival up 2.9, Peg3 prom inh 18 and NR2E3 ag-2 -59.
`CC(C)CC1NC(=O)N(CC(=O)N(C)C2CCCCC2)C1=O` (stereo not given) gave HIF-2a inh 0, EBV LMP1 NFkB 1, Shn3 3UTR inh 1, CF NFkB block 3, KKLEB cytotox -6, C8 TRAIL sens 3, iPSC survival up 0.6, Peg3 prom inh -18 and NR2E3 ag-2 -4.
Screening CS(=O)(=O)N(CC(=O)NCCSCc1c(F)cccc1Cl)c1cccc([N+](=O)[O-])c1 returned HIF-2a inh 10, EBV LMP1 NFkB -6, Shn3 3UTR inh 0, NR2E3 ag-1 -4, MITF TRPM1 inh 2, CF NFkB block 6, KKLEB cytotox -2, C8 TRAIL sens 1, iPSC survival up -1.2, Peg3 prom inh -8 and NR2E3 ag-2 19.
`CN(Cc1cn(C)nc1-c1ccc(Oc2ccccc2)cc1)CC1COCCO1` (stereo not given) gave HIF-2a inh -13, EBV LMP1 NFkB -9, Shn3 3UTR inh 3, NR2E3 ag-1 0, MITF TRPM1 inh -8, CF NFkB block 7, KKLEB cytotox -3, C8 TRAIL sens 12, iPSC survival up -0.1, Peg3 prom inh 5 and NR2E3 ag-2 3.
CCC1=Nc2cc(C(=O)NCCCN3CCOCC3)ccc2Sc2ccccc21 was read as HIF-2a inh 4, EBV LMP1 NFkB 0, Shn3 3UTR inh -6, NR2E3 ag-1 1, MITF TRPM1 inh 4, CF NFkB block 6, KKLEB cytotox 27, C8 TRAIL sens 11, iPSC survival up 0.4, Peg3 prom inh -6 and NR2E3 ag-2 -3.
For O=C(c1ccc(F)cc1)C1CCN(C(=S)Nc2ccccc2Cl)CC1 the results were HIF-2a inh 7, EBV LMP1 NFkB 12, Shn3 3UTR inh 28, NR2E3 ag-1 -1, MITF TRPM1 inh 11, CF NFkB block 3, KKLEB cytotox 17, C8 TRAIL sens -4, iPSC survival up -0.8, Peg3 prom inh 5 and NR2E3 ag-2 -2.
For Cc1ccc(C(C)C)c(OCc2nn(CC(=O)c3ccc(OC(F)F)cc3)c3[n+]2CCCCC3)c1 the results were HIF-2a inh 4, EBV LMP1 NFkB 11, Shn3 3UTR inh 39, NR2E3 ag-1 -5, MITF TRPM1 inh 102*, CF NFkB block 35, KKLEB cytotox -24, C8 TRAIL sens 2, iPSC survival up -0.7, Peg3 prom inh 105* and NR2E3 ag-2 6.
For CON(c1nc(N(C)C)nc(N(C)C)n1)S(=O)(=O)c1ccccc1Cl the results were HIF-2a inh 11, EBV LMP1 NFkB -15, Shn3 3UTR inh -1, NR2E3 ag-1 4, MITF TRPM1 inh -3, CF NFkB block 19, KKLEB cytotox -13, C8 TRAIL sens -3, iPSC survival up -1.5, Peg3 prom inh 33 and NR2E3 ag-2 10.
For CCOC(=O)C(=O)Nc1nnc(SCc2ccc(F)cc2)s1 the results were HIF-2a inh 7, EBV LMP1 NFkB 0, Shn3 3UTR inh 11, NR2E3 ag-1 4, MITF TRPM1 inh 2, CF NFkB block 8, KKLEB cytotox 5, C8 TRAIL sens -7, iPSC survival up -1.4, Peg3 prom inh 0 and NR2E3 ag-2 1.
For O=C(NCC1OCCc2ccccc21)C1COc2ccccc2O1 (stereo not given) the results were HIF-2a inh 5, EBV LMP1 NFkB -6, Shn3 3UTR inh -2, NR2E3 ag-1 3, MITF TRPM1 inh 1, CF NFkB block 3, KKLEB cytotox 4, C8 TRAIL sens -4, iPSC survival up -0.1, Peg3 prom inh -6 and NR2E3 ag-2 -13.
Cc1cc(C)cc(OCC(=O)Nc2ccc(N3CCCC3)cc2)c1 was read as HIF-2a inh -4, EBV LMP1 NFkB 5, Shn3 3UTR inh 30, NR2E3 ag-1 3, MITF TRPM1 inh 11, CF NFkB block 6, KKLEB cytotox -1, C8 TRAIL sens 33, iPSC survival up 5.2, Peg3 prom inh -9 and NR2E3 ag-2 -7.
Screening CSc1ncccc1C(=O)Nc1cccc(C)n1 returned HIF-2a inh -3, EBV LMP1 NFkB -6, Shn3 3UTR inh -1, NR2E3 ag-1 -4, MITF TRPM1 inh -7, CF NFkB block 3, KKLEB cytotox -9, C8 TRAIL sens -13, iPSC survival up -0.3, Peg3 prom inh -20 and NR2E3 ag-2 -1.
Screening COCC(=O)N1CCC(Oc2ccc(C(=O)N(C)Cc3nccs3)cc2)CC1 returned HIF-2a inh -10, EBV LMP1 NFkB 7, Shn3 3UTR inh -2, NR2E3 ag-1 -4, MITF TRPM1 inh -2, CF NFkB block -13, KKLEB cytotox -5, C8 TRAIL sens -2, iPSC survival up -0.4, Peg3 prom inh -2 and NR2E3 ag-2 -28.
For O=C(CCC(=O)NC1CCCCC1)NCc1ccc(F)cc1 the results were HIF-2a inh 13, EBV LMP1 NFkB -13, Shn3 3UTR inh 7, NR2E3 ag-1 -2, MITF TRPM1 inh 1, CF NFkB block 18, KKLEB cytotox -19, C8 TRAIL sens -22, iPSC survival up -0.2, Peg3 prom inh -4 and NR2E3 ag-2 -18.
For COCCN1C(=O)C(O)=C(C(C)=O)C1c1ccc(OC)c(OC)c1 (stereo not given) the results were HIF-2a inh -2, EBV LMP1 NFkB -15, Shn3 3UTR inh 3, NR2E3 ag-1 6, MITF TRPM1 inh 1, CF NFkB block 11, KKLEB cytotox -4, C8 TRAIL sens -28, iPSC survival up 0.8, Peg3 prom inh -2 and NR2E3 ag-2 -18.
For CCCc1cc(C(=O)NC(C)C2CCCO2)cs1 (stereo not given) the results were HIF-2a inh -84, EBV LMP1 NFkB -2, Shn3 3UTR inh -15, NR2E3 ag-1 2, MITF TRPM1 inh -4, CF NFkB block 24, KKLEB cytotox -7, C8 TRAIL sens 0, iPSC survival up 0.0, Peg3 prom inh -94 and NR2E3 ag-2 -27.
CCc1nc2c(OCC3CCCCC3)cccn2c1N(C)C(=O)c1ccc(C)cc1 was read as HIF-2a inh 23, Shn3 3UTR inh 11, CF NFkB block 20, KKLEB cytotox 3, C8 TRAIL sens 6, iPSC survival up -0.8, Peg3 prom inh 22 and NR2E3 ag-2 -23.
For COc1ccc(/C=C2\C(=O)NCC(=O)N2C)cc1 the results were HIF-2a inh 23, EBV LMP1 NFkB 1, Shn3 3UTR inh -1, NR2E3 ag-1 0, MITF TRPM1 inh 0, CF NFkB block -15, KKLEB cytotox 1, C8 TRAIL sens -7, iPSC survival up 0.1, Peg3 prom inh 2 and NR2E3 ag-2 0.
For COC(=O)c1cc(C(=O)OC)cc(N2C(=O)CC(N3CCN(c4ccccc4)CC3)C2=O)c1 (stereo not given) the results were HIF-2a inh 11, EBV LMP1 NFkB -7, Shn3 3UTR inh -6, MITF TRPM1 inh 7, CF NFkB block 11, KKLEB cytotox -8, C8 TRAIL sens -9, iPSC survival up 13, Peg3 prom inh -15 and NR2E3 ag-2 -4.
For O=C(O)c1ccccc1C(=O)NCCc1c(C(=O)O)[nH]c2ccc(F)cc12 the results were HIF-2a inh 18, EBV LMP1 NFkB -6, Shn3 3UTR inh 1, NR2E3 ag-1 0, MITF TRPM1 inh -3, CF NFkB block -2, KKLEB cytotox 7, C8 TRAIL sens -11, iPSC survival up -0.6, Peg3 prom inh 5 and NR2E3 ag-2 -16.
C/C(=N/NC(=O)c1ccc(Br)o1)C(C)C was read as HIF-2a inh 4, EBV LMP1 NFkB 1, Shn3 3UTR inh -17, NR2E3 ag-1 1, MITF TRPM1 inh -2, CF NFkB block -2, KKLEB cytotox -4, C8 TRAIL sens -17, iPSC survival up -0.5, Peg3 prom inh -6 and NR2E3 ag-2 -59.
O=C(N/N=C/c1ccc(OC(=O)c2ccc3c(c2)OCO3)cc1)c1cncc(Br)c1 was read as HIF-2a inh 2, EBV LMP1 NFkB -3, Shn3 3UTR inh 3, NR2E3 ag-1 -1, MITF TRPM1 inh -3, CF NFkB block -8, KKLEB cytotox 12, C8 TRAIL sens 4, iPSC survival up -0.4, Peg3 prom inh -30 and NR2E3 ag-2 -25.
CSc1ncc(Cl)c(C(=O)Nc2ccccc2C)n1 was read as HIF-2a inh -8, EBV LMP1 NFkB -9, Shn3 3UTR inh 3, NR2E3 ag-1 0, MITF TRPM1 inh 13, CF NFkB block 6, KKLEB cytotox -7, C8 TRAIL sens -3, iPSC survival up 0.0, Peg3 prom inh 3 and NR2E3 ag-2 -29.
